Screening data deposited in PubChem by several laboratories.
MEKK3 PB1 HTS – MEKK3-MEK5 PB1 interaction, increase or decrease; Q99759; bead-based flow cytometry, Alexa488-MEK5 binding to MEKK3; actives lie on both sides; 0 = blocked by unlabeled MEK5, 100 = vehicle; binding response (% of control), % at 10 µM; 290,000 compounds, 1.4% hits; AID 1529;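 active = binding response more than 3 SD above or below the average of its plate-row segment, actives on both sides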;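 also: Alexa488 bead fluorescence after subtracting the streptavidin-only scavenger bead signal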
CRFBP-R2 agonist – CRF-BP/CRF-R2 complex agonism; HEK293 CRF-R2/CRF-BP, calcium dye fluorescence (FLIPR); percent of saturating CRF peptide response; activation, % at 13.2 µM; 350,000 compounds, 0.46% hits; AID 588473;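 active = activation of at least 50%, plus an integration ratio under a set limit after plate pattern correction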;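 also: plate controls were neutral control wells without compound for no effect and CRF at EC100 for full effect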
M4 PAM – CHRM4 positive allosteric modulation; CHO-K1 hM4/Gqi5, Fluo-8 calcium fluorescence, ACh EC20; 0% = ACh EC20, 100% = maximal ACh; activation, % at 3 µM; 360,000 compounds, 0.4% hits; AID 624126; P08173;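 active = activation above its plate's cutoff, the mean activation of sample wells plus 3 SD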; also: some results filed as inactive read as strong as hits
Target sequence (P08173 whole entry, looked up): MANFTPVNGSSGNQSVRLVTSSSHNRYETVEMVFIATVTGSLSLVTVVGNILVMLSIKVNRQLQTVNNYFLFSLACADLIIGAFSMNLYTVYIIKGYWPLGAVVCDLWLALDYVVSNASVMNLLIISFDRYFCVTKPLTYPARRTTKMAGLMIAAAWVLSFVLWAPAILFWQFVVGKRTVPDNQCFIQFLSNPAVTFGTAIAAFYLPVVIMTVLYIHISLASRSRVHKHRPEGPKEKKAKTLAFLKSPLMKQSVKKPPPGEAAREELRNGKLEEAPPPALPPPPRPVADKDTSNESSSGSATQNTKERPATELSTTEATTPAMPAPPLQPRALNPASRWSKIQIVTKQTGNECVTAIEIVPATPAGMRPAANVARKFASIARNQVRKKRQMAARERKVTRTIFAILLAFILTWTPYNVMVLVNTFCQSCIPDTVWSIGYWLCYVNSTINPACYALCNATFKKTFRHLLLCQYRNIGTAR
pCIP destab – p/CIP protein destabilization; Q05BA5; F442A p/CIP-EGFP cells, EGFP fluorescence, 16 h; decrease of EGFP signal, % at 10 µM; 290,000 compounds, 0.01% hits;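 active = EGFP signal decrease of at least 30% at 10 µM or well 3 SD below plate mean, unless failing retest; inactive = the rest, including hits failing retest or dose response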; also: some compounds called inactive have numbers as strong as hits; many of its hits are not listed in these tables
CRFR2-BP antag – blocks CRF-induced signaling of the CRF-BP/CRF-R2 complex; HEK293 CRF-R2/CRF-BP, CRF-induced calcium fluorescence; inhibition, % at 11.8 µM; 350,000 compounds, 0.59% hits;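 active = inhibition of the ligand-induced calcium signal above about 50% at the single tested concentration, limit read from the data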
IDE cell activ – activators of human insulin-degrading enzyme in cells; activation, % at 5.96 µM; 340,000 compounds, 0.073% hits; HEK cells, FAbeta-B cleavage, fluorescence polarization; 0% vehicle, 100% cell-free pure enzyme wells;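 active = activation above the mean of all tested compounds plus 3 SD, set per screening campaign, cut at about 17% in these data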
IDE inh – inhibits human insulin-degrading enzyme in HEK cells | P14735 | FAbetaB cleavage, fluorescence polarization | inhibition, % at 5.59 µM | 320,000 compounds, 0.41% hits;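 active = percent inhibition above the average of all tested compounds plus 3 SD, set per screening campaign, cut at about 16% in these data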;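 also: IDE supplied by intact live HEK cells; FP after avidin binding of uncleaved biotin substrate so inhibition keeps polarization high; 0% = DMSO wells and 100% = 60 µM reference IDE inhibitor Ii1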
GalR3 antag – human GalR3 antagonism. O60755. inhibition, % at 3 µM. 360,000 compounds, 0.44% hits. HEK293 GalR3-CNG cAMP membrane potential fluorescence; galR3 body fused to GalR1 C-terminus;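 active = inhibition above the screen-wide average plus 3 SD, cut at about 13% in these data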;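 also: forskolin and galanin both at EC90 stimulate the cells; cAMP rise reported by CNG channel membrane potential dye signal; 0% = forskolin plus galanin with DMSO and 100% = forskolin alone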
Target sequence (O60755 1-299 limits assumed): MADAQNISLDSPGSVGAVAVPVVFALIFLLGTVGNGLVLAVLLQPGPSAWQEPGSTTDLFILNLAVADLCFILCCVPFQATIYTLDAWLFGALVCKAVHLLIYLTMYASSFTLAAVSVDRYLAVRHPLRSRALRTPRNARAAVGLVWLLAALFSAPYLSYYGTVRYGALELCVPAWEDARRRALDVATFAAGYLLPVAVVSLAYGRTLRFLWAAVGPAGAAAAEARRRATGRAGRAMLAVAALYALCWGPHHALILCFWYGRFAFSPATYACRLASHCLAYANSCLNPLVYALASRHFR
PHOSPHO1 inh – inhibitors of human PHOSPHO1 phosphatase | Q8TCT1 | recombinant PHOSPHO1, absorbance phosphatase assay | inhibition, % at 13.3 µM | 290,000 compounds, 1.1% hits; in the data active = inhibition above about 60%
Target sequence (Q8TCT1 whole entry, looked up): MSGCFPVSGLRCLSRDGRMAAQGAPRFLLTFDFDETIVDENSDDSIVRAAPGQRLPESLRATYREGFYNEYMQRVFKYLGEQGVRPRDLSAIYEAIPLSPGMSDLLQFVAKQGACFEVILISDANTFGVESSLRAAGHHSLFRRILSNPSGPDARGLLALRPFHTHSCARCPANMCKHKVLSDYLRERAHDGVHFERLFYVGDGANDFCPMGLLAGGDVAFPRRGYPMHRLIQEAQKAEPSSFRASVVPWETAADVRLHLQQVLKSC
* marks the source's active call; other numbers are inactive results; . = no result given. Hits appear at their usual frequency. About 4.2% of those tested had a hit in this group.

SMILES	MEKK3 PB1 HTS	CRFBP-R2 agonist	M4 PAM	pCIP destab	CRFR2-BP antag	IDE cell activ	IDE inh	GalR3 antag	PHOSPHO1 inh
OCCNCc1cc(Br)ccc1OCc1ccccc1	105.0	-1.1	-5.6	-2.7	-7.1	-1.2	-1.3	-3.2	6.0
CCn1c(SCC(=O)NC(C)(C)C)nc(O)cc1=O	99.0	-0.8	1.2	-10.0	-3.6	-1.8	3.1	-6.7	-5.5
Cn1cccc1C1CCCN1CC(=O)Nc1ccc(C(N)=O)cc1 (stereo unspecified)	.	2.4	6.0	.	-11.4	3.5	4.8	-2.3	.
Cc1ccc(NC(=O)C2CC(=O)OC23CCOC(C)(C)C3)cc1 (stereo unspecified)	104.0	-0.9	5.6	7.5	1.4	-2.7	7.6	-6.3	28.0
CCc1nc2c(c(SC)nn2-c2ccccc2)c(N)c1C(=O)OC	105.0	0.5	6.6	-4.8	-35.1	5.7	1.2	-2.5	45.9
O=C(CCn1c(=O)oc2ccccc21)n1c(=O)oc2ccccc21	93.0	1.8	-2.0	-11.8	5.8	4.7	-2.3	-3.4	35.8
COc1cc(C(C)=O)ccc1OCCCOc1cccc2cccnc12	105.0	1.4	-11.3	-5.1	17.6	-3.5	-2.2	4.6	29.5
CCOC(=O)N1CCC(N2Cc3cccc(C(=O)Nc4ccc(S(=O)(=O)N(CC)CC)cc4)c3C2=O)CC1	99.0	-0.5	-1.1	-19.7	8.1	4.9	-5.1	-7.1	23.9
Cc1cc(NC(=O)C(C)SCC(=O)Nc2cccc(S(=O)(=O)N3CCCCCC3)c2)no1 (stereo unspecified)	.	-1.1	-6.4	.	2.8	-1.7	.	-4.1	.
CC(C)NC(=O)NC(=O)CSc1ccc(S(=O)(=O)N2CCCC2)cn1	.	-0.3	1.4	.	-7.0	3.3	1.1	-7.5	.
Cn1c(NC(=O)COc2ccccc2)cc(=O)n(C)c1=O	105.0	0.6	-3.0	-9.0	-11.8	3.2	1.0	0.3	16.2
COCCCN(CCC#N)C(=O)c1c(-c2c(Cl)cccc2Cl)noc1C	98.0	-1.3	-9.7	-7.8	1.4	8.4	-1.3	-4.8	-5.5
CC(=O)Nc1cccc(NC(=O)C(C)N2c3cccc4cccc(c34)S2(=O)=O)c1 (stereo unspecified)	100.0	1.6	0.7	5.5	26.6	4.1	1.7	-7.5	27.9
CC(=O)c1cc(-c2ccccc2)n(CC(=O)N2CCN(C3CCCC3)CC2)c1C	105.0	-0.7	2.3	-19.3	3.2	-5.6	3.2	-1.4	13.9
COc1cccc(-c2nn(C)c3sc(C(=O)NCCCN(C)Cc4ccccc4)cc23)c1	106.0	-0.4	-5.8	2.9	-2.3	4.1	3.5	-7.0	23.3

Rewritten bar-delimited: entries from further up.
compound | MEKK3 PB1 HTS | CRFBP-R2 agonist | M4 PAM | pCIP destab | CRFR2-BP antag | IDE cell activ | IDE inh | GalR3 antag | PHOSPHO1 inh
Cn1cccc1C1CCCN1CC(=O)Nc1ccc(C(N)=O)cc1 (stereo unspecified) | . | 2.4 | 6.0 | . | -11.4 | 3.5 | 4.8 | -2.3 | .
COc1cc(C(C)=O)ccc1OCCCOc1cccc2cccnc12 | 105.0 | 1.4 | -11.3 | -5.1 | 17.6 | -3.5 | -2.2 | 4.6 | 29.5
COc1cccc(-c2nn(C)c3sc(C(=O)NCCCN(C)Cc4ccccc4)cc23)c1 | 106.0 | -0.4 | -5.8 | 2.9 | -2.3 | 4.1 | 3.5 | -7.0 | 23.3

Next part:
SMILES	MEKK3 PB1 HTS	CRFBP-R2 agonist	M4 PAM	pCIP destab	CRFR2-BP antag	IDE cell activ	IDE inh	GalR3 antag	PHOSPHO1 inh
N#Cc1cccc(-n2c(-c3ccccc3)nnc2-c2ccccc2)c1C#N	76.0	1.0	-8.9	0.2	-5.6	-5.4	-5.8	-5.5	0.2
CCCCCC(=O)NC(=S)Nc1cccc(C(C)=O)c1	123.0	-0.1	2.9	-16.8	-3.8	4.3	-5.8	-4.8	-6.4
C=CCN(Cc1cc(OC)ccc1OC)C(=O)c1cc2ccc(OC)cc2[nH]1	97.0	-1.2	-5.2	-25.4	9.9	0.9	.	-11.4	26.5
CCOc1ccccc1CNC(=O)CCCC(=O)n1nc(C)c2ccccc21	103.0	1.7	5.9	2.0	-0.1	3.0	4.2	-8.2	2.1
Fc1ccc(C2c3cccn3CCN2C(=S)Nc2cccc(F)c2)cc1 (stereo unspecified)	109.0	6.2	-6.1	-3.9	53.0*	-0.8	-1.5	-5.8	28.5
CCOc1ccc(C(=O)CCC(=O)NNC(=O)c2ccccc2O)cc1	.	-0.6	2.4	.	-8.8	2.7	-2.7	-1.8	.
CN(C(=O)CN1CCC(NC(=O)C2CCCCC2)CC1)C1CCCCC1	100.0	0.7	7.3	-15.1	-2.5	0.0	2.2	-3.8	5.8
COc1ccc(CN2C3CCCC2CC(NC(=O)Nc2cccc(C)c2)C3)cc1 (stereo unspecified)	76.0	-0.5	0.9	-39.8	-9.3	-3.0	6.7	-6.1	-8.0
COc1cccc(CCNC(=O)COc2cccc3c2OC(C)(C)C3)c1	.	-0.3	1.9	.	1.3	-1.2	1.1	-3.7	.
COc1ccccc1NC(=O)CC1C(=O)NCCN1C(=O)Nc1ccc(Cl)c(Cl)c1 (stereo unspecified)	101.0	4.7	0.4	-1.0	-6.1	-3.4	-1.1	-4.7	5.5
CCOC(=O)CN(C)C(=O)C1CCCN1C(=O)OC(C)(C)C (stereo unspecified)	102.0	-2.6	4.8	.	6.0	-0.4	-0.1	-2.2	.
O=C(Nc1ccc(N2CCOCC2)c(Cl)c1)c1ccc(-n2cnnc2)cc1Cl	105.0	2.2	3.1	-8.1	11.3	-5.5	-1.4	-2.4	36.6
O=C(COc1ccc(S(=O)(=O)N2CCOCC2)cc1)NC1CCCCC1	.	0.5	-4.9	.	2.5	5.5	-2.6	-3.5	.
CCCCc1ccc(NC(=O)N[C@H](C(=O)O)C(C)CC)cc1 (stereo partly specified)	93.0	-0.8	5.4	-5.0	5.5	2.5	-0.3	-1.3	10.6
O=C(NCCc1cccc(F)c1)/C(=C/c1cccnc1)NC(=O)c1ccccc1	106.0	-0.6	-1.1	-7.3	0.0	0.7	-0.1	-1.7	0.3
COc1ccc(CCNC(=O)c2c(O)c3ccccc3n(C)c2=O)cc1	103.0	2.1	-6.2	-4.7	6.2	5.2	-0.6	-6.2	.
Cc1ccc2nsnc2c1NC(=O)c1ccccc1[N+](=O)[O-]	102.0	-0.8	-0.3	-24.7	3.4	5.0	2.7	-11.3	8.8
O=C(NNc1c(F)c(F)cc(F)c1F)C1CCN(S(=O)(=O)c2ccccc2F)CC1	.	0.9	10.6	.	6.0	1.9	3.0	-6.3	.
CN1CCCN(C(=O)C2CCC(C(=O)N3CCCN(C)CC3)CC2)CC1 (stereo unspecified)	100.0	-2.1	1.2	14.2	4.9	6.4	0.8	2.0	24.1
Cc1nnc(SCC(=O)Nn2cnnc2)s1	99.0	2.0	15.8	-0.5	3.5	-5.4	0.4	7.9	-58.7
Cc1ccc(S(=O)(=O)NC(=O)c2ccc(-c3ccc(-c4ccccc4)cc3)o2)c(C)c1	105.0	.	.	-4.7	.	.	1.8	.	-11.1
CCCCNC(=O)CN(c1cccc(F)c1)S(C)(=O)=O	81.0	-0.2	7.8	-4.4	-33.6	3.5	-0.5	0.3	15.0
Cc1ccc(C(=O)NC(C)c2nnc(SCC(=O)NC3CCCC3)n2C)cc1 (stereo unspecified)	102.0	0.3	2.3	-20.0	-7.3	2.7	.	-1.3	-6.2
CCN1CCN(CCc2nc3cc(NC(=O)COc4ccccc4)ccc3n2C)CC1	105.0	-1.4	-1.5	3.4	6.2	-0.7	-1.4	0.2	20.7
FC(F)(F)c1cc(-c2ccccc2)nc(N2CCCCC2)n1	104.0	1.8	3.2	-3.6	-23.6	2.8	3.9	2.7	11.4
CCN(CC)C(=O)Nc1ccc(C(=O)OC)cc1	106.0	-1.1	3.5	-4.6	-7.4	-0.2	4.3	-4.9	-0.1
S=c1[nH]ncn1/N=C/c1ccccn1	85.0	-3.0	2.5	-1.8	20.3	4.9	8.3	-1.9	97.9*
O=C1NN(c2ccccc2)C(=O)/C1=C\c1ccc2c(c1)OCO2	102.0	2.0	0.0	-12.9	-28.7	2.6	-1.4	-7.9	34.0
c1ccc(NCc2ccccn2)cc1	138.0*	-0.7	-11.5	0.7	18.8	3.5	7.4	1.9	45.4
Cc1ccccc1C(=O)N1CCC(C(=O)Nc2ccc(S(=O)(=O)N3CCCC3)cc2)CC1	103.0	0.6	10.2	-5.6	-10.5	3.9	0.5	-4.4	10.4
COCCOC(=O)C1=C(C)Nc2cc(=O)[nH]c(=O)n2C1c1cccc([N+](=O)[O-])c1 (stereo unspecified)	90.0	6.2	9.7	-5.3	9.8	-2.3	-0.7	-9.5	-7.4
O=C(COC(=O)c1cnc(Cl)c(Cl)c1)NCc1ccco1	106.0	-1.3	0.2	-17.0	7.1	-1.3	5.2	-4.0	-3.4
O=C1C=C(NCc2ccco2)CC(c2ccc(Cl)cc2)C1 (stereo unspecified)	103.0	2.0	-1.8	0.6	-26.2	-8.2	-1.6	-0.9	13.8
CC(=O)N1CCN(Cc2nc3cc(NC(=O)c4ccc(Cl)cc4)ccc3n2C)CC1	106.0	2.1	10.0	-3.2	12.1	5.5	1.2	-2.4	-4.9
Cc1nc2sccc2c(=O)n1N	102.0	0.2	-0.6	4.2	-11.8	1.0	-2.0	-2.5	12.5
O=C(O)[C@H](Cc1ccccc1)NC(=O)N1CCOCC1	105.0	0.2	4.2	2.9	-7.2	-0.6	3.5	-3.1	5.7
CCOc1ccccc1NC(=O)CSc1ccc2nnc(-c3cccnc3)n2n1	117.0	0.3	-4.5	0.4	-11.5	5.7	5.8	-0.7	32.0
O=C(N/N=C/c1cc2cc3c(cc2nc1Cl)OCCO3)c1ccccc1O	100.0	4.3	0.8	-4.6	9.0	-8.8	-0.8	-1.9	-13.8
CCOC(=O)c1cc(=O)n2[nH]c(-c3ccc(C)cc3)cc2n1	93.0	0.2	20.2	-2.2	-4.1	-4.2	-4.3	1.6	10.5
Cc1ccc(-c2noc(CSc3nnc(Cc4ccccc4)n3-c3ccc(Cl)cc3)n2)cc1	104.0	1.7	-0.1	0.0	-21.8	5.5	0.4	-8.7	15.4
COc1cccc(C(C2=C(O)CC(C)(C)CC2=O)C2C(=O)CC(C)(C)CC2=O)c1 (stereo unspecified)	81.0	3.4	-0.4	-11.1	-12.9	3.4	4.6	-5.1	-2.2
Cn1c(=O)[nH]c2c(cnn2C)c1=O	.	3.1	8.6	.	-8.5	-2.1	.	-4.1	.
O=C(Cc1ccc(F)cc1)NC1CCCC1	103.0	-0.4	-0.2	-3.7	5.8	1.1	1.6	-0.4	15.0
CCOC(=O)N1CCN(S(=O)(=O)N2CCCC(C(=O)NCCCN3CCC(C)CC3)C2)CC1 (stereo unspecified)	102.0	-0.7	7.6	2.6	9.1	4.2	2.4	-5.3	29.8
O=C1CCC(c2ccccc2)N1C(=O)c1cccnc1 (stereo unspecified)	96.0	-1.9	-10.2	5.8	-2.5	2.8	-2.8	-3.5	20.6
CCN1/C(=C(\O)c2ccccc2)C(=O)c2ccccc2S1(=O)=O	100.0	0.2	8.2	-13.7	-7.1	-1.6	-5.6	1.0	16.1
COc1cccc2[nH]c3c(N4CCC5(CC4)OCCO5)ncnc3c12	110.0	-4.2	-23.0	5.9	-8.5	2.4	9.0	-2.8	15.0
Cc1ccc(NC(=O)c2cc3c(s2)CCCC3)cc1	106.0	0.8	11.1	-6.5	-6.8	7.1	3.8	2.3	10.8
